PfHsp40 yeast – compounds rescuing yeast from Plasmodium falciparum HSP40 toxicity | 340,000 tested, 0.68% active | growth rescue, % at 12.5 µM | S. cerevisiae expressing PfHsp40, growth rescue, ATP luminescence | AID 504582; in the data active = growth rescue above about 28%, passing the limit was not always enough; inconclusive = no clear call, values can overlap the other calls;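 also: yeast W303a lacking pdr1 and pdr3 grown in galactose medium; growth measured after three days at 30 °C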
BoNT-A LC inh2 – blocks Botulinum neurotoxin A light chain protease; multiplex microsphere protease substrate cleavage, flow cytometry; inhibition, % at 10 µM; 360,000 tested, 0.17% active; AID 588499; also: plate controls were buffer without enzyme for full effect and enzyme alone for no effect
CCHFV vOTU inh – blocks the CCHF virus ovarian tumor domain protease | CCHFV vOTU protease, Pep-AMC fluorescence | inhibition, % at 11.5 µM | 370,000 tested, 0.55% active; in the data active = inhibition above about 30%; also: 0% = vehicle wells with enzyme and 100% = no enzyme wells
FadD28 FP inh – M. tuberculosis FadD28 bisubstrate binding inhibition | 360,000 tested, 0.22% active | FadD28 bisubstrate probe binding, fluorescence polarization | AID 588549 | inhibition, % at 12.5 µM; in the data active = inhibition above about 8.5%, passing the limit was not always enough; inconclusive = no clear call, values can overlap the other calls
Anthrax LF prot – inhibitors of Bacillus anthracis lethal factor protease; P15917; multiplex microsphere protease cleavage assay, LF; inhibition, % at 10 µM; 360,000 tested, 0.12% active; also: plate controls were buffer without enzyme for full effect and enzyme alone for no effect
Target sequence (P15917 whole entry, looked up): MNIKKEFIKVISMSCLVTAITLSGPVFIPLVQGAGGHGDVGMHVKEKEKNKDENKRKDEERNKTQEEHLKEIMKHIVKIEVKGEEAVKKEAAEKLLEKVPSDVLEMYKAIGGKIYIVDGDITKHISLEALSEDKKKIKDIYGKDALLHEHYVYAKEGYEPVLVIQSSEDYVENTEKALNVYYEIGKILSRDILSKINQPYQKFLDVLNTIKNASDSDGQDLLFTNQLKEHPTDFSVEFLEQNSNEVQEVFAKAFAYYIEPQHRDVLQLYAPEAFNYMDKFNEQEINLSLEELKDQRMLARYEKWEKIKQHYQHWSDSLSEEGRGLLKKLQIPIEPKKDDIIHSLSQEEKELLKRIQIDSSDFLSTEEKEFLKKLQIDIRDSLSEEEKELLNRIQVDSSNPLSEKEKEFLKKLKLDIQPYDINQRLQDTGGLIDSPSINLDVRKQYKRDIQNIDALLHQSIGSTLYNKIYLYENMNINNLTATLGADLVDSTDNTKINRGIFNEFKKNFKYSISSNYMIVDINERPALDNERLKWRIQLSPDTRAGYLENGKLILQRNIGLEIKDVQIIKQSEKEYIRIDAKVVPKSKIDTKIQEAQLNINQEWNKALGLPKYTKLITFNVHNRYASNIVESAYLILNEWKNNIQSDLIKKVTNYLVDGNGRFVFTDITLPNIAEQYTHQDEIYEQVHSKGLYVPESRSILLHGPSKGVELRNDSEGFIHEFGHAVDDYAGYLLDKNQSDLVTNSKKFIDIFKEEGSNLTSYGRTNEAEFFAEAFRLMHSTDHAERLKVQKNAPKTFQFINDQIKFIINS
Yp Topo-I inh – blocks Yersinia pestis topoisomerase I activity; activity, % at 10 µM; AID 504884; Y. pestis Topo-I cleavage product accumulation, plate reader; 360,000 tested, 0.064% active; in the data active = activity above about 50%, passing the limit was not always enough; inconclusive = no clear call, values can overlap the other calls; also: inactives centre near 2
BoNT F protease – BoNT F light chain protease inhibition; inhibition, % at 10 µM; 360,000 tested, 0.22% active; Multiplex microsphere protease cleavage assay, flow cytometry; in the data active = inhibition above about 35%, passing the limit was not always enough; inconclusive = no clear call, values can overlap the other calls; also: plate controls were buffer without enzyme for full effect and enzyme alone for no effect
PrPC TRFRET – reduces human prion protein on the cell surface; AID 720596; 370,000 tested, 0.43% active; inhibition, % at 13.8 µM; P04156; cell surface PrPC, TR-FRET read-out; in the data active = inhibition above about 24%; also: 0% = median of the test wells and 100% = reference compound wells
TcdB GH inh – inhibitors of Clostridioides difficile toxin B glycohydrolase. 350,000 tested, 0.24% active. AID 652162. TcdB glycohydrolase enzymatic assay, plate reader. inhibition, % at 9.99 µM. P18177; in the data active = inhibition above about 10%
* = called active by the depositor; ? = inconclusive; nt = not tested or not shown; & = joins results of further samples. Rule as the data show it, unless noted: active = inhibition above about 30%; inconclusive = no clear call, values can overlap the other calls; inactive = below that. Compounds were not picked by outcome, and some 2.3% of all compounds hit somewhere here.

1	CCC(C)[C@@H](N)C(=O)N/N=C/c1ccc2ncccc2c1 (stereo not given in full)
2	COc1ccc(-c2ccc3c(c2)c(-c2cccs2)c(-c2cc(OC)cc(OC)c2)n3C)cc1
3	CC1=C(C(=O)Nc2cccc(C(=O)NCC(C)c3ccccc3)c2)SCCO1 (stereo not given)
4	CN(C)c1ncc(C(=O)O)cn1
5	COC(=O)c1cnc(SCc2ccc([N+](=O)[O-])cc2)n1C
6	COC(=O)Cn1c(O)c(N=NC(=O)CNC(=O)c2ccc3c(c2)OCCO3)c2ccccc21
7	Cc1ccnc(NC(=O)CS(=O)(=O)Cc2ccccc2)c1
8	CCC(=O)Oc1oc(-c2ccccc2)nc1C=Nc1ccc(C)cc1

entry no.,1,2,3,4,5,6,7,8
PfHsp40 yeast,-0.2,-1.2,nt,2.5,nt,-0.8,-0.4,-0.7
BoNT-A LC inh2,0.6,0.4,-0.4,-1.1,nt,-1.2,0.1,0.1
CCHFV vOTU inh,-3,-7,7,-7,-14,27,9,3
FadD28 FP inh,-3.2,-0.6,0.3,-1.3,0.5,-0.4,0.2,-4.1
Anthrax LF prot,3,-2,-6,-1,nt,-3,3,16
Yp Topo-I inh,-11,1,17,-7,-4,-6,-6,4
BoNT F protease,6,-4,-5,-3,nt,2,8,?
PrPC TRFRET,-4,4,12,-2,-10,-26,-4,6
TcdB GH inh,0.3,-0.5,-0.7,-0.1,1.8,0.6,nt,1.1

One compound at a time, as listed above:
`CCC(C)[C@@H](N)C(=O)N/N=C/c1ccc2ncccc2c1` (stereo not given in full) across the screens: PfHsp40 yeast: -0.2; BoNT-A LC inh2: 0.6; CCHFV vOTU inh: -3; FadD28 FP inh: -3.2; Anthrax LF prot: 3; Yp Topo-I inh: -11; BoNT F protease: 6; PrPC TRFRET: -4; TcdB GH inh: 0.3
`Cc1ccnc(NC(=O)CS(=O)(=O)Cc2ccccc2)c1` across the screens: PfHsp40 yeast: -0.4; BoNT-A LC inh2: 0.1; CCHFV vOTU inh: 9; FadD28 FP inh: 0.2; Anthrax LF prot: 3; Yp Topo-I inh: -6; BoNT F protease: 8; PrPC TRFRET: -4; TcdB GH inh: nt
`CC1=C(C(=O)Nc2cccc(C(=O)NCC(C)c3ccccc3)c2)SCCO1` (stereo not given) across the screens: PfHsp40 yeast: nt; BoNT-A LC inh2: -0.4; CCHFV vOTU inh: 7; FadD28 FP inh: 0.3; Anthrax LF prot: -6; Yp Topo-I inh: 17; BoNT F protease: -5; PrPC TRFRET: 12; TcdB GH inh: -0.7

A different layout for 2 compounds above:
entry | Molecule | PfHsp40 yeast | BoNT-A LC inh2 | CCHFV vOTU inh | FadD28 FP inh | Anthrax LF prot | Yp Topo-I inh | BoNT F protease | PrPC TRFRET | TcdB GH inh
7 | Cc1ccnc(NC(=O)CS(=O)(=O)Cc2ccccc2)c1 | -0.4 | 0.1 | 9 | 0.2 | 3 | -6 | 8 | -4 | nt
8 | CCC(=O)Oc1oc(-c2ccccc2)nc1C=Nc1ccc(C)cc1 | -0.7 | 0.1 | 3 | -4.1 | 16 | 4 | ? | 6 | 1.1

More entries.
9	COc1cccc(OC)c1C(=O)NC(=S)NCc1ccco1
10	COc1ccc(CCNC(=O)c2ccc(CN3CCOCC3)cc2)cc1
11	COC(=O)Cn1c(=NC(=O)CSCC(=O)Nc2cc(C)on2)sc2ccccc21
12	CN(c1ccccc1)S(=O)(=O)c1ccc2c(c1)OCCO2
13	CCC(C)(C(=O)NC1CCCCC1)N(C)C(=O)c1ccc2c(c1)OCO2 (stereo not given)
14	Cc1ccc(C(=O)NC(=S)Nc2ccc(N3CCOCC3)cc2)cc1
15	CCc1ccc2nc(NC(=O)c3cc(C)on3)sc2c1
16	Cc1ccc(N(CC(=O)N2CCN(c3ccccc3F)CC2)S(=O)(=O)c2c(C)noc2C)cc1

entry no.,9,10,11,12,13,14,15,16
PfHsp40 yeast,-0.4,-1.8,-0.1,0.4,-0.8,-0.4,-1.1,0.5
BoNT-A LC inh2,-0.5,0.9,0.7,nt,-1.1,-0.4,0.3,-1.0
CCHFV vOTU inh,-5,-10,8,-5,-1,0,8,5
FadD28 FP inh,-1.6,-1.1,-3.9,-2.1,-0.3,-1.2,-2.0,-2.5
Anthrax LF prot,-6,4,-1,nt,-1,-2,-3,-6
Yp Topo-I inh,2,0,-4,8,2,-4,-5,-7
BoNT F protease,-5,-2,-6,nt,4,-5,0,0
PrPC TRFRET,2,-3,5,4,-1,18,0,-1
TcdB GH inh,1.1,nt,0.5,0.8,nt,-7.3,nt,0.3

17	O=C(/C=C/c1ccc(OC(F)F)cc1)Nc1cccc(S(=O)(=O)N2CCOCC2)c1
18	Nn1c(COc2ccccc2F)nnc1SCC(=O)NC1CCCCC1
19	COc1cccc(S(=O)(=O)N(C)C[C@H]2OCc3cn(nn3)CCCC(=O)N([C@@H](C)CO)C[C@@H]2C)c1
20	CC(C)c1ccc(N(CC(=O)NCc2ccco2)C(=O)CCC(=O)Nc2nccs2)cc1
21	Cn1c(N)c(N2CCCCC2)c(=O)n(CC(=O)Nc2ccc(Cl)c(Cl)c2)c1=O
22	COc1cc(S(=O)(=O)N2CCOCC2)ccc1NC(=O)COC(=O)c1cc(OC)c(OC)c(OC)c1
23	CC1(C(=O)Nc2ccc3ccccc3c2)CCC(=O)N1C1CCN(Cc2ccccc2)CC1 (stereo not given)
24	COc1ccc(OC)c(NC(=O)COC(=O)C2CCN(C(=O)c3ccc(Cl)cc3)CC2)c1

entry no.,17,18,19,20,21,22,23,24
PfHsp40 yeast,0.5,1.0,nt,0.0,0.1,-0.4,nt,1.5
BoNT-A LC inh2,-1.8,-0.6,-1.0,-4.6,0.6,3.1,-1.3,0.1
CCHFV vOTU inh,-6,-3,-2,5,5,-2,3,4
FadD28 FP inh,-8.8,-2.6,-0.3,-2.7,-1.3,-1.1,-0.5,-2.2
Anthrax LF prot,-4,-4,-2,12,3,-2,-17,-4
Yp Topo-I inh,1,7,nt,27,-10,20,nt,28
BoNT F protease,-20,2,-10,-16,4,13,-6,-4
PrPC TRFRET,9,1,-5,5,7,-1,-5,0
TcdB GH inh,-0.9,2.0,-1.0&0.1,-0.8,nt,-0.8,0.2,-0.3

25	N/C(=N\OC(=O)CCC1CCCCC1)c1cccc([N+](=O)[O-])c1
26	CC(=O)CC(=O)Nc1ccc(Nc2ccccc2)cc1
27	CCOC(=O)c1c(CC(C)C)csc1NC(=O)C(C)C
28	COc1ccc(/C=N/n2c(-c3n[nH]c4c3CCC4)n[nH]c2=S)c(OC)c1OC
29	COCCNC(=O)CS(=O)Cc1nc(-c2ccc(Cl)cc2)oc1C (stereo not given)
30	Cc1ccc(S(=O)(=O)CCC(=O)OCC(=O)c2c[nH]c3ccccc23)cc1
31	CCCNC(=O)CS(=O)(=O)Cc1nc(-c2cccc(OC)c2)oc1C
32	O=C(NC1(C(F)(F)F)NC(=O)N(Cc2ccco2)C1=O)c1cccnc1 (stereo not given)

entry no.,25,26,27,28,29,30,31,32
PfHsp40 yeast,3.7,-0.8,0.5,2.0,0.8,0.1,0.4,-0.9
BoNT-A LC inh2,1.1,-1.7,0.7,-6.7,-0.5,0.9,1.3,0.6
CCHFV vOTU inh,nt,1,7,-20,11,7,-4,-7
FadD28 FP inh,-3.9,1.6,-0.6,0.7,-0.8,-2.1,-1.9,-0.9
Anthrax LF prot,1,-5,0,-12,-8,-1,-1,2
Yp Topo-I inh,4,-7,6,5,-3,4,-7,-7
BoNT F protease,-6,4,16,?,-6,1,1,16
PrPC TRFRET,nt,2,2,-3,3,-3,1,-3
TcdB GH inh,nt,nt,nt,8.4,0.4,-0.5,1.0,nt

33	O=C(Nc1ccccc1)N1Cc2ccccc2-n2nncc2C1
34	CC1CCCCN1CCCNC(=O)Cn1ncc2c([nH]c3ccccc32)c1=O (stereo not given)
35	COc1ccccc1C(=O)NCC(=O)NCc1cc(=O)n(C)c(=O)n1C
36	Nn1cnnc1SC1CCCCC1NS(=O)(=O)c1ccccc1 (stereo not given)
37	Cn1c(=O)c2c(ncn2CC(O)CNc2cccc(Cl)c2)n(C)c1=O (stereo not given)
38	Cn1nnc(NC(=O)c2cccs2)n1
39	CC(C)(C)C(=O)CN1C(=O)NC2(CCCc3ccccc32)C1=O (stereo not given)
40	Cc1ccc(OCCNC(=O)CCc2nc3sc4c(c3c(=O)[nH]2)CCCC4)cc1

entry no.,33,34,35,36,37,38,39,40
PfHsp40 yeast,2.0,-1.2,-0.2,-0.2,1.0,1.1,9.7,0.4
BoNT-A LC inh2,0.2,-3.6,1.3,2.3,0.6,0.4,-0.5,1.1
CCHFV vOTU inh,17,-7,6,7,-15,-13,-2,4
FadD28 FP inh,-0.1,-1.2,1.1,-2.0,-1.0,-2.7,-0.5,-3.0
Anthrax LF prot,-2,-1,-1,4,-2,4,-13,0
Yp Topo-I inh,1,-4,1,1,4,-9,2,-2
BoNT F protease,-5,-2,3,0,-4,-1,-8,4
PrPC TRFRET,-1,4,8,-2,7,0,-2,-6
TcdB GH inh,0.0,2.3,-0.7,nt,-0.6,4.6,0.4,0.4

41	CN1CCC(N(C)c2ccc(C(N)=O)cc2[N+](=O)[O-])CC1
42	CCCOP(=O)(OCCC)c1c([N+](=O)[O-])cc(C(F)(F)F)cc1[N+](=O)[O-]
43	Cc1ccc(O)c(N=Cc2cccs2)c1
44	COc1ccc(NC(=O)CN2CCN(c3ccccc3Cl)CC2)cc1
45	O=C(Nc1ccccc1N1CCN(C(=O)c2ccccc2)CC1)c1ccc([N+](=O)[O-])o1
46	O=C1CCN(Cc2ccccc2)S(=O)(=O)c2ccc(C(F)(F)F)cc21
47	COc1ccc2ccccc2c1CN1CCCC(CO)C1 (stereo not given)
48	CCN(CC)C(=O)COCc1cc(-c2ccc3c(c2)OCO3)on1

entry no.,41,42,43,44,45,46,47,48
PfHsp40 yeast,0.9,-0.8,?,0.9,3.4,0.5,0.2,0.3
BoNT-A LC inh2,0.4,-0.3,0.3,0.8,-3.6,0.1,?,-4.0
CCHFV vOTU inh,3,14,7,5,0,8,1,-23
FadD28 FP inh,-3.6,-0.7,-0.3,-1.4,2.2,-5.0,-2.9,1.4
Anthrax LF prot,-7,-4,1,-2,5,7,-14,16
Yp Topo-I inh,-3,0,-2,3,17,16,-7,32
BoNT F protease,-1,-2,0,7,-2,-5,-4,22
PrPC TRFRET,-14,-2,-5,2,-8,3,-7,5
TcdB GH inh,3.2,nt,nt,nt,-0.8,-1.4,nt,0.0

49	O=[N+]([O-])c1ccc(NC(=S)N2CCCC2)cc1
50	CCCN(c1ccccc1C(=O)O)S(=O)(=O)c1ccc2c(c1)n(C)c(=O)n2C
51	Cc1c(C)c2ccc(OC(C)C(=O)NCc3ccccn3)cc2oc1=O (stereo not given)
52	Cc1cccc2c(CCNC(=O)c3ccc([N+](=O)[O-])cc3)c[nH]c12
53	Cn1c(SCC(=O)NC(c2ccccc2)c2ccccc2)nnc1-c1cccs1
54	C=CCn1c(C)cc(C2=NNC(=NCC)SC2)c1C
55	COc1ccc([N+](=O)[O-])cc1NC(=S)NC(C)=O
56	O=C(O)C1C2C=CC(C2)C1C(=O)OCc1ccccc1 (stereo not given)
57	COc1ccccc1N(C(=O)Cn1nnc(-c2ccc(C)o2)n1)C(C(=O)NC1CCCC1)c1ccncc1 (stereo not given)
58	COc1cc(/C=C2/C(=O)CNC2=O)ccc1O

entry no.,49,50,51,52,53,54,55,56,57,58
PfHsp40 yeast,-0.2,nt,0.0,1.5,-1.9,-1.0,-2.3,0.5,-1.0,1.6
BoNT-A LC inh2,-0.9,-2.8,-0.6,-1.1,-0.3,0.4,-0.1,0.0,1.6,-0.4
CCHFV vOTU inh,-5,2,-66,1,8,15,14,-7,15,16
FadD28 FP inh,-1.8,0.6,-0.9,0.2,-0.5,-1.1,-1.5,-0.4,0.8,-1.2
Anthrax LF prot,3,-17,-2,-4,2,-2,-4,-11,1,-1
Yp Topo-I inh,11,-7,1,-8,26,7,-2,0,6,2
BoNT F protease,-5,-9,8,-12,6,-18,0,8,0,-2
PrPC TRFRET,-7,0,-4,-22,-3,2,-5,2,-4,-1
TcdB GH inh,0.3,0.6,0.3,0.7,nt,0.6,16*,nt,1.8,nt

Screening results deposited in PubChem by several laboratories.
